Vif-A3F inh – qHTS for Inhibitors of Vif-A3F Interactions: qHTS. HeLa A3F-eYFP + Vif (tagged APOBEC3F with the HIV-1 protein that degrades it), YFP fluorescence increase. Potency, µM (titrated, usually from 46.1 µM), without a hit: top-dose activity, negative = active. 390,000 compounds, 0.2% hits. AID 602313, 2012; note: % of control where 0% means no effect; nearly all actives have a fitted effect of over 65% in size
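HeLa cells stably expressing A3F-eYFP plus Vif, plated and incubated overnight at 37 deg C, then exposed to compounds overnight at 37 deg C. Blocked degradation read as raised yellow fluorescence (Ex 488/Em 500-530).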
Vif-APOBEC3G blk – qHTS for Inhibitors of Vif-A3G Interactions: qHTS; 410,000 compounds, 0.076% hits; HeLa A3G-eYFP + Vif (tagged APOBEC3G with the HIV-1 protein that degrades it), YFP fluorescence, overnight; DNA dC->dU-editing enzyme APOBEC-3G (Homo sapiens), Q9HC16; Potency, µM (series often up to 46.1 µM), inactives show top-dose activity, negative = active, usual class: inhibitors; AID 602310, 2012;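 note: % is set by controls: 0 for no effect and ±100 for the full control effect; nearly all actives have a fitted effect of over 60% in size; hits raise eYFP signal because A3G escapes Vif-driven loss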
Target sequence (Q9HC16 whole entry, looked up): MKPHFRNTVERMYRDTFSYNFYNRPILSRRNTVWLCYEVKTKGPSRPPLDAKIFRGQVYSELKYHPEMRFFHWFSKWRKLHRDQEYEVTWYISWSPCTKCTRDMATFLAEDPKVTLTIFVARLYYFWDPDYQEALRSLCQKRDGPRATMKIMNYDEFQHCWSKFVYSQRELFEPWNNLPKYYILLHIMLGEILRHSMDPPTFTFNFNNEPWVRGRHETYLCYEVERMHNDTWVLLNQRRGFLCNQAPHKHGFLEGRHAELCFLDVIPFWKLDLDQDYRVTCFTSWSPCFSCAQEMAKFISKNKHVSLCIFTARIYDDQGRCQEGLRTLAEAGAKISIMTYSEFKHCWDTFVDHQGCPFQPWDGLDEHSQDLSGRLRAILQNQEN
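HeLa cells stably expressing Vif and C-terminally eYFP-tagged A3G, seeded overnight at 37 deg C, then exposed to compound by pintool overnight at 37 deg C. Rise in yellow fluorescence (Ex 488/Em 500-530, Acumen) marks blocked Vif-driven A3G degradation.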
GRP78 ERSR act – qHTS for Inducers of the Endoplasmic Reticulum Stress Response (ERSR) in Human Glioma: qHTS. U87-MG GRP78 promoter luciferase reporter, 16 h. Potency, µM, for the others: top-dose activation, usual class: activators. 420,000 compounds, 0.02% hits. AID 602332, 2012; note: series mostly up to about 76 µM; % of control where 0% means no effect; nearly all actives have a fitted effect of over 35% in size
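ERSR induction read as luciferase luminescence (Bright-Glo, 10 min at room temperature) in stably transfected human U87-MG glioma cells exposed to compounds for 16 h, using GRP78 as sensor.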
* = called active by the depositor; & = joins results of further samples. Calls come from the whole dose curve; as a rule, active = well fitted curve in the direction sought with a large enough effect; inconclusive = small, poorly fitted or top-dose-only effect, or another doubt; inactive = no such curve, though single readings can be large; an effect the other way counts as inactive or inconclusive. Potency is the fitted concentration of half-maximal effect. Only part of the results is shown; rates above refer to the full screens.

Every second line gives: Vif-A3F inh, Vif-APOBEC3G blk, GRP78 ERSR act
COc1ccc(C2=NOC(Cn3nc(-c4ccccc4)cc3C(=O)NCc3ccco3)C2)cc1 (stereo unspecified)
    -0.4%, 0.0%, -5.0%
C=CC[C@@H](Cc1ccc(F)cc1)C(=O)OC[C@H]1CCCN1C(=O)[C@H](CC=C)CC(=O)NCCO
    -8.4%, 0.1%, -0.6%
O=C(Cc1cccc(NC(=O)C2CCCN(C(=O)C3CCCC3)C2)c1)Nc1cccc(C(=O)N2CCOCC2)c1 (stereo unspecified)
    1.3%, -1.1%, -1.5%
CC(C)CCN1CCC(CN2C(=O)C(=O)NC[C@@H]2Cc2ccccc2)CC1
    -8.6%, 3.6%, -3.4%
CC[C@H](C)[C@H]1CNC(=O)C(=O)N1CC1CCN(CCc2ccccc2)CC1
    9.0%, 5.5%, 0.5%
CC[C@@]1(C(=O)OC)N[C@H](CN(C)C(=O)c2ccc(C(C)(C)C)cc2)[C@@H]2C(=O)N(Cc3ccccc3)C(=O)[C@@H]21
    -2.9%, 0.8%, -2.7%
CC(C)N(C(=O)[C@H]1CC(CC(=O)NCCc2ccccn2)C(=O)N2CCc3c([nH]c4ccccc34)[C@]12C)C(C)C (stereo partly specified)
    6.2%, 1.6%, -1.2%
COC(=O)[C@H](Cc1ccc(O)cc1)NC(=O)Cn1cnc2c(SC)nc(N)nc21
    0.0%, 2.1%, 0.4%
COC(=O)[C@H](Cc1ccccc1)NS(=O)(=O)c1ccc(F)cc1Br
    0.7%, 6.0%, -0.6%
COC(C[C@H]1O[C@H]1C(=O)[C@H](C)OCc1ccccc1)OC
    3.1%, -1.8%, -5.7%
OCCCn1c(C2CCCN2c2nc(-c3ccc(Cl)cc3)cs2)nc2cc(Cl)c(Cl)cc21 (stereo unspecified)
    22.4µM*, -2.1%, -1.4%
CCCCCCCCCCCCN1[C@@H](CC(C)=O)c2cc(F)ccc2S1(=O)=O
    5.5%, 3.1%, -4.5%
CC(C)(C)OC(=O)C[C@H]1C/C=C\C[C@@H](CC(=O)N[C@H](CO)Cc2ccccc2)C(=O)NC[C@@H](c2ccccc2)OC1=O
    4.3%, -8.0%, -0.4%
CN1CCN(NC(=O)c2c(-c3ccccc3)sc3ccccc23)CC1
    -2.0%, -3.1%, -2.1%
C[C@@H]1CN([C@@H](C)CO)C(=O)c2cccc(NC(=O)c3ccncc3)c2O[C@@H]1CN(C)Cc1ccc(-c2ccccc2)cc1
    5.9%, -0.5%, -2.0%
CCOC(=O)C1=CN(Cc2cccc(F)c2)S(=O)(=O)N(CC)C1c1cccc(OC)c1 (stereo unspecified)
    -7.9%, -2.3%, -2.6%
Oc1ccc(C[C@H]2CNC(=S)N2CC2CCCN2C[C@H](Cc2ccc(O)cc2)N2C[C@H](Cc3ccccc3)N(CCc3ccccc3)C2=S)cc1 (stereo partly specified)
    3.7%, 0.3%, -2.5%
CCCCNS(=O)(=O)CCNCc1ccco1
    -1.9%, 1.0%, -1.5%
c1ccc2cc(CCO[C@H]3CCCCO3)ncc2c1
    1.5%, 3.8%, -10.2%
NC1(C(=O)O)CC1
    6.3%, 1.0%, -2.9%&-1.6%&0.2%&-3.1%

An excerpt of these results, field by field:
Structure: COc1ccc(C2=NOC(Cn3nc(-c4ccccc4)cc3C(=O)NCc3ccco3)C2)cc1 (stereo unspecified)
  Vif-A3F inh: -0.4%	Vif-APOBEC3G blk: 0.0%	GRP78 ERSR act: -5.0%
Structure: C=CC[C@@H](Cc1ccc(F)cc1)C(=O)OC[C@H]1CCCN1C(=O)[C@H](CC=C)CC(=O)NCCO
  Vif-A3F inh: -8.4%	Vif-APOBEC3G blk: 0.1%	GRP78 ERSR act: -0.6%

(listing goes on)
Every second line gives: Vif-A3F inh, Vif-APOBEC3G blk, GRP78 ERSR act
O=C1[C@H](Cc2ccccc2)NCCCC[C@@H](c2ccc(Cl)cc2)N1Cc1ccc(Cl)cc1
    -10.1%, -10.0%&-9.8%, -5.0%&-4.3%
COc1cc(CNc2ccc(S(N)(=O)=O)cc2)ccc1OCc1ccccc1F
    0.9%, 0.4%, 6.4%
C=CCOC(=O)C1=C[C@@H](c2ccc(C(F)(F)F)cc2)C[C@@H](OCCCCO)O1
    0.2%, 0.5%, -1.8%
Cc1noc(C)c1NC(=O)N(C)C[C@H]1Oc2ccc(NC(=O)C3CC3)cc2C(=O)N([C@H](C)CO)C[C@@H]1C
    -4.2%, 4.4%, -2.6%
CCOC(=O)c1c(C)cc(O)cc1O
    -4.2%, -2.2%, 0.1%&-1.1%
CC(C)(C)OC(=O)C[C@@H]1C/C=C\C[C@H](CC(=O)N[C@@H](CO)Cc2ccccc2)C(=O)N[C@H](Cc2ccccc2)COC1=O
    8.7%, 3.4%, -3.0%
CCCCN1C(=N)N([C@@H](C)CN2CCC[C@H]2CN2C(N)=NC[C@H]2C(C)C)C[C@H]1[C@H](C)CC
    12.9%, 2.8%, -5.4%
COC(=O)[C@]1(Cc2ccccc2)N[C@H](CN(C)C(=O)Nc2ccccc2)[C@@H]2C(=O)N(C)C(=O)[C@@H]21
    -0.9%, -0.3%, -1.1%
O=C(Cc1ccc(F)cc1)N[C@@H]1c2ccccc2CC[C@H]1OCc1ccccc1
    -6.8%, 2.3%, -1.3%
CN(C)C(=O)CCc1ccc2c3c([nH]c2c1)[C@]1(C)[C@@H](C(=O)N2CCOCC2)C[C@H](CC(=O)NCCc2ccccn2)C(=O)N1CC3
    -0.1%, -1.5%, 1.0%
Cc1ccc(C)c(N2CCN(C(=O)CCc3nc(-c4ccccc4C)no3)CC2)c1
    6.7%, 6.1%, -2.9%
O=C1CCC/C=C/C[C@H](CC(=O)N(CCO)Cc2ccccc2)C(=O)N[C@@H](Cc2ccccc2)CO1
    4.4%, -0.1%, -2.9%
COc1ccc(NC(=O)Nc2cccc3c2O[C@H](CN(C)S(=O)(=O)c2cn(C)cn2)[C@@H](C)CN([C@H](C)CO)C3=O)cc1
    -4.4%, -8.1%, -5.1%
C#CCN1C=CC(=O)[C@@H](OC(=O)Nc2ccc(OC)cc2)[C@H]1c1ccccc1Br
    -1.2%, 4.1%, -2.0%
C=CCOC(=O)C1=C[C@H](C2CCCCC2)C[C@H](OCc2ccc(CO)cc2)O1
    2.4%, -1.7%, -1.7%
CCOC(=O)c1nc(C(=O)NCc2ccc(C)cc2)nc2ccccc12
    2.6%, 1.0%, -2.4%
S=C1NCCN1CC1CCN(CCCC2CCCC2)CC1
    0.5%, -1.0%, -3.4%
O=C(Cc1ccc(NC(=O)C2CCN(C(=O)c3ccccc3)CC2)cc1)Nc1cccc(C(=O)N2CCCC2)c1
    -2.4%, 0.5%, -4.0%
CCOC(=O)C1=CN(Cc2cccc(F)c2)S(=O)(=O)NC1c1cccc(OC)c1 (stereo unspecified)
    3.0%, -1.9%, -2.4%
CC1(c2nnc(-c3cccc(Cl)c3)o2)CC(c2cccnc2)=NO1 (stereo unspecified)
    0.3%, 0.6%, -2.3%
O=C1C[C@H](c2ccc(O)cc2)Oc2cc(O[C@@H]3O[C@H](CO)[C@@H](O)[C@H](O)[C@H]3O)cc(O[C@@H]3O[C@H](CO)[C@@H](O)[C@H](O)[C@H]3O)c21
    1.9%, 1.0%, -4.6%
C[C@H](CO)N1C[C@H](C)[C@H](CN(C)C(=O)Nc2cccc3ccccc23)Oc2c(NC(=O)c3ccc(-c4nccs4)cc3)cccc2C1=O
    -2.9%, -13.5%, -3.9%
CCC1(CC)C(=O)C2=C3C1[C@H](C(=O)OC)CC(C(=O)OC)C[C@H]3[C@H]1C(=O)N(c3ccccc3)C(=O)[C@H]1[C@H]2C (stereo partly specified)
    -2.5%, -6.7%&2.0%, 0.4%&-4.3%
COc1cc2cc(CCCOC(=O)c3cc(OC)c(OC)c(OC)c3)oc(=O)c2cc1OC
    -3.8%, -12.0%, -1.7%
CC[C@@]1(C(=O)OC)N[C@H](CN(C)C(=O)COc2ccccc2)[C@@H]2C(=O)N(Cc3ccccc3)C(=O)[C@@H]21
    1.1%, 2.9%, -3.0%
COC(=O)[C@H](Cc1ccccc1)NC(=O)Cn1cnc2c(OCc3ccccc3)ncnc21
    -1.4%, -0.7%, -2.8%
CCN(C[C@H]1N[C@@](Cc2ccccc2)(C(=O)OC)[C@H]2C(=O)N(Cc3ccccc3)C(=O)[C@@H]12)S(=O)(=O)c1ccc(OC(F)(F)F)cc1
    1.2%, -8.3%, -1.8%
C=CCC[C@@H](Cc1ccc(F)cc1)C(=O)OC[C@@H](Cc1ccccc1)NC(=O)[C@@H](CC=C)CC(=O)N[C@@H](CO)Cc1ccccc1
    -17.2%, -8.2%, -4.1%
C=CC(COCc1ccccc1)N([C@@H](Cc1ccccc1)C(=O)OC)S(=O)(=O)c1ccccc1Br (stereo partly specified)
    -0.3%, 0.7%&1.3%, -2.5%&-2.8%
CCOC(=O)C1=CN(Cc2ccco2)S(=O)(=O)N(C)C1c1cccc(OC)c1 (stereo unspecified)
    2.3%, -0.7%, -0.7%
CCOC(=O)c1cc2c(c(CCO)n1)[C@@H](CCO)N(S(=O)(=O)C(C)(C)C)C2
    -2.9%, -0.7%, -0.3%
C=CC(=O)Nc1cccc(N(C)c2ccnc(Nc3ccc(N4CCN(C)CC4)cc3)n2)c1
    -2.4%, -8.1%, -5.3%
O=C(C[C@@H]1C/C=C\CCC(=O)O[C@H](c2ccccc2)CNC1=O)N[C@H](CO)Cc1ccccc1
    -1.4%, -0.6%, -1.0%
CCOC(=O)CN1C(=O)N[C@@H](c2cccc(C(F)(F)F)c2)C(C(C)=O)=C1C
    -5.9%, 2.1%, -3.2%
Nc1ncnc2c1ncn2[C@@H]1O[C@H](CNCc2ccc(OCC(=O)Nc3ccccn3)cc2)[C@@H](O)[C@H]1O
    5.2%, -4.2%, -3.4%
CCOC(=O)C1=CN(Cc2cccc(-c3cccnc3)c2)S(=O)(=O)N(CC)C1C (stereo unspecified)
    5.6%, -4.6%, 1.5%
Cc1ccc(-c2csc(NCCn3c(-c4ccncc4)nc4cc(C(F)(F)F)ccc43)n2)cc1
    6.3%, -1.5%, -5.2%
C#CCOCCOCCOCCNc1nc(N2CCN(C(=O)C([C@@H](C)O)n3cc([C@@H](N)CCCCN)nn3)CC2)nc(N2CCN(C(=O)[C@H](CCC(=O)O)n3cc([C@@H](N)CCCCN)nn3)CC2)n1 (stereo partly specified)
    -1.4%, 3.5%, -6.2%
C[C@H]1CN([C@@H](C)CO)C(=O)c2cc(NC(=O)C3CCCCC3)ccc2O[C@H]1CN(C)Cc1ccc(-c2ccccc2)cc1
    6.3%, -8.3%, -2.1%
COC(=O)[C@@H](Cc1ccccc1)NS(=O)(=O)N[C@H](Cc1ccccc1)C(=O)OC
    4.4%, -3.8%, -2.7%
CC(C)=CCC/C(C)=C/CNC(=O)C[C@H]1C[C@H](C(=O)N2CCCCC2)[C@@]2(C)c3[nH]c4cc(-c5ccco5)ccc4c3CCN2C1=O
    -2.0%, 0.3%, -0.4%
O=C(NCCOc1ccccc1)c1ccc2c(c1)S(=O)(=O)c1cc(Cl)ccc1C2=O
    -5.7%, -1.0%, 1.9%
O=C(Cc1cccc(NC(=O)C2CCCN(C(=O)C3CCCCC3)C2)c1)Nc1cccc(C(=O)N2CCOCC2)c1 (stereo unspecified)
    -2.1%, -4.3%, -4.0%
C=CC[C@@H](CC(=O)NCCO)C(=O)N[C@@H](COC(=O)[C@@H](CC=C)Cc1ccc(F)cc1)Cc1ccccc1
    0.3%, -14.9%, -3.6%
COc1ccc(NC(=O)Nc2ccc3c(c2)C(=O)N([C@@H](C)CO)C[C@@H](C)[C@@H](CN(C)S(=O)(=O)c2cn(C)cn2)O3)cc1
    12.2%, 1.0%, -2.7%
OCCCn1c(C(CO)Nc2nc(-c3ccc(Cl)cc3)cs2)nc2ccccc21 (stereo unspecified)
    4.7%, -10.5%, -3.4%
C=CC[C@@H](Cc1ccc(F)cc1)C(=O)OC[C@H]1CCCN1C(=O)[C@@H](CC=C)CC(=O)N[C@@H](CO)Cc1ccccc1
    -4.3%, 0.5%, -1.7%
COC(=O)C(C(=O)OC)C1C=CCN(C(C)=O)C1 (stereo unspecified)
    -0.3%, -1.5%, -3.9%
COc1ccc2nc(C3CCCCC3)c3c(c2c1)CCC3
    -2.9%, 0.3%, -3.8%
COc1cc2c(C#Cc3cccnc3)c(-c3ccsc3)oc(=O)c2cc1OC
    -1.9%, -1.0%, -2.5%
CN(C(=O)c1cccc(NC(=O)Cc2ccc(NC(=O)C3CCCN(C(=O)C4CC4)C3)cc2)c1)C1CCCC1 (stereo unspecified)
    -2.2%, -1.7%, 0.7%
CC(C)(C)OC(=O)N1CCCC(C(=O)Nc2cccc(C(=O)N3CCCCC3)c2)C1 (stereo unspecified)
    -3.6%, -2.0%, -1.9%
